USP30 inh: inhibitors of human USP30 deubiquitinase. inhibition, % at 25 µM. AID 1645860, 2021. 5.3% of 47,000 active. purified USP30, Ub-rhodamine cleavage fluorescence
USP10 block: inhibitors of human USP10 deubiquitinase. Ubiquitin carboxyl-terminal hydrolase 10 (Homo sapiens), Q14694. AID 1645856, 2021. purified USP10, Ub-rhodamine fluorescence, 60 min. inhibition, % at 20 µM. 1.1% of 47,000 active
Target sequence (Q14694 whole entry, looked up): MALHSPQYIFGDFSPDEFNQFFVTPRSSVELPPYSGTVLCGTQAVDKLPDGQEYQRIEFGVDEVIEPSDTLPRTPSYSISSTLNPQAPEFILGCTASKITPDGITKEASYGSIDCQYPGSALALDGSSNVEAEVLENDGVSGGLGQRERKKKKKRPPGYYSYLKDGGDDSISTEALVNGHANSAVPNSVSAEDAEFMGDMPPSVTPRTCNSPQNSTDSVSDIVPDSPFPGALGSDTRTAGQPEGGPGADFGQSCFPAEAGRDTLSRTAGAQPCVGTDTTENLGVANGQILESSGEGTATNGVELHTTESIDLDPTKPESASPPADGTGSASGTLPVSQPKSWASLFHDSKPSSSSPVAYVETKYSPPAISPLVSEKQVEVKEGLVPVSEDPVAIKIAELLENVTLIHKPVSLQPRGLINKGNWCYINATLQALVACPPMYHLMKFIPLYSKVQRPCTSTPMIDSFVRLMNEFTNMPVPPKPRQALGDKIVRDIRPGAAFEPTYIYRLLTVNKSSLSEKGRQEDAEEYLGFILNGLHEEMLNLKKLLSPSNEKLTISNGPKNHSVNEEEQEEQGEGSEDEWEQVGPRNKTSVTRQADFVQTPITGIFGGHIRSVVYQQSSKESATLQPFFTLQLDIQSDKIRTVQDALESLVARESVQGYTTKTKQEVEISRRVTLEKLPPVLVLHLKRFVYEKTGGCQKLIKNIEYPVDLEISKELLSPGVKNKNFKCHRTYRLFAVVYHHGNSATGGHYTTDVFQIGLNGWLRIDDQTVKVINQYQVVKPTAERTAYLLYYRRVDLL
USP8 block: inhibitors of human USP8 deubiquitinase; Ubiquitin carboxyl-terminal hydrolase 8 (Homo sapiens), P40818; purified USP8, Ub-rhodamine cleavage fluorescence, 30 min; inhibition, % at 20 µM; 4.2% of 47,000 active
USP7 block: inhibitors of human USP7 deubiquitinase | Ubiquitin carboxyl-terminal hydrolase 7 (Homo sapiens), Q93009 | purified USP7, Ub-rhodamine cleavage fluorescence | inhibition, % at 20 µM | 0.3% of 47,000 active | AID 1645854, 2021
USP28 inh: inhibitors of human USP28 deubiquitinase. 3% of 47,000 active. inhibition, % at 25 µM. purified USP28, Ub-rhodamine cleavage fluorescence, 30 min. Ubiquitin carboxyl-terminal hydrolase 28 (Homo sapiens), Q96RU2
OTUD3 block: inhibitors of human OTUD3 deubiquitinase; purified OTUD3, Ub-rhodamine fluorescence, 2 h; inhibition, % at 25 µM; 0.7% of 47,000 active
USP17 block: inhibitors of human USP17 deubiquitinase; purified USP17, Ub-rhodamine cleavage fluorescence, 3 h; inhibition, % at 50 µM; 6.5% of 47,000 active; AID 1645855, 2021
UCHL1 block: inhibitors of human UCHL1 deubiquitinase. inhibition, % at 20 µM. 0.2% of 47,000 active. purified UCHL1, Ub-rhodamine cleavage fluorescence
Target sequence (P09936 whole entry, looked up): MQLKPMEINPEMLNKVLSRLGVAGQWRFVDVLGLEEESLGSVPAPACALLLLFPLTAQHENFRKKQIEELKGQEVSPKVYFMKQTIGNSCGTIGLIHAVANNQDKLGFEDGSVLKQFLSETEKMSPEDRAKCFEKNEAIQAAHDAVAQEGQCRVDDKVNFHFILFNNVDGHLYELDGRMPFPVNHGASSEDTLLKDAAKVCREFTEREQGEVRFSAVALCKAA
An asterisk follows results filed as active; i = inactive; · = no result given. No stated cut-off is given here; in the data, active means inhibition above about 30%; inactive means the rest. A portion of the library. The share of hits here may be higher or lower than overall.

SMILES	USP30 inh	USP10 block	USP8 block	USP7 block	USP28 inh	OTUD3 block	USP17 block	UCHL1 block
Cn1c(=O)c2c(ncn2CC(=O)Nc2ccc(Cl)cc2C(=O)c2ccccc2F)n(C)c1=O	11.7	-0.1	3.9	-143.1	-1.4	-4.0	-3.3	-0.9
CCc1cc2c(cc1-c1csc(C)n1)C(C)(C)CCC2(C)C	-8.0	3.0	-6.1	4.7	-0.2	-3.4	-12.5	-0.4
O=C1N(Cc2ccccc2)c2ccccc2C12CCNCC2	7.8	0.1	2.7	-61.4	29.6	-0.6	-2.8	-0.2
Cc1cc(C(=O)COC(=O)C(O)(c2ccccc2)c2ccccc2)c(C)n1-c1ccccc1	-190.2	-1.7	27.3	-1.8	-51.1	-36.9	-13.1	-4.9
CCCCCCC(O)CCCCCC/C=C/[C@H](O)[C@@H](OC(C)=O)[C@H](O)[C@H](N)C(=O)O (some centres not stated)	-24.1	-12.1	-23.7	-9.5	-3.1	-13.8	35.4*	-6.0
N#CCc1c[nH]c2ccccc12	-146.0	-7.9	-86.7	-21.6	-26.9	-35.0	-18.4	-26.6
CC[C@H]1C=CC(=O)O[C@H]1/C=C/[C@](O)(CCN)C(C[C@@H](O)/C=C\C=C/[C@@H]1CCC[C@H](OC(=O)C2CCCCC2)C1)OP(=O)(O)O (some centres not stated)	-0.7	6.8	2.3	-36.9	9.8	2.2	10.4	0.0
CC[C@@]1(O)C[C@H](O)c2c(cc3c(c2O)C(=O)c2c(O)cccc2C3=O)[C@H]1C(=O)OC	i	-9.1	-321.1	-131.7	-210.8	-155.7	-174.8	-148.3
C/C1=C\C(=O)N(O)CCCC(N)C(=O)OCC/C(C)=C/C(=O)N(O)CCCC(N)C(=O)OCC/C(C)=C/C(=O)N(O)CCCC(N)C(=O)OCC1 (configuration not stated)	-395.7	-12.4	-277.5	-51.3	-106.5	-94.4	-94.2	-54.0
CC(C)NC(=O)C1=NOC2(CCCNC2)C1 (configuration not stated)	6.1	-1.1	-135.4	0.6	-0.9	0.4	-23.1	-0.4
CCN1C[C@]2(COC)CC[C@H](O)[C@@]34C5C[C@H]6[C@H](OC)C5[C@](O)(C[C@H]6OC)[C@@](O)(C(OC)C23)[C@@H]14 (some centres not stated)	-1.2	0.1	-6.7	-1.5	-12.9	0.0	-0.3	-4.3
O=C(Nc1ccccc1)[C@H]1CN2CCC1C[C@@H]2Cn1cc(-c2cccc(O)c2)nn1 (some centres not stated)	-7.7	-3.5	0.0	3.8	-5.5	-0.8	-8.0	1.2
COc1cc(C)cc2oc(=O)c(CC(=O)N3CCN(CCc4ccccn4)CC3)c(C)c12	0.8	-1.6	-1.9	-3.5	0.0	-2.7	3.2	-3.6
Cc1noc(C)c1CN1CC[C@H]2C[C@@H](C(=O)N3CCCC3)O[C@@H]2C1	12.1	1.6	-43.0	8.8	3.1	9.1	·	2.8
COCC1OC(=O)c2coc3c2C1(C)C1=C(C3=O)C2CCC(=O)C2(C)CC1OC(C)=O (configuration not stated)	i	-11.0	-326.5	-150.0	-96.4	-116.8	-153.2	-145.6

Profiles, looked up by structure.
`C/C1=C\C(=O)N(O)CCCC(N)C(=O)OCC/C(C)=C/C(=O)N(O)CCCC(N)C(=O)OCC/C(C)=C/C(=O)N(O)CCCC(N)C(=O)OCC1` (configuration not stated) in the list: USP30 inh = -395.7; USP10 block = -12.4; USP8 block = -277.5; USP7 block = -51.3; USP28 inh = -106.5; OTUD3 block = -94.4; USP17 block = -94.2; UCHL1 block = -54.0
`Cc1cc(C(=O)COC(=O)C(O)(c2ccccc2)c2ccccc2)c(C)n1-c1ccccc1` in the list: USP30 inh = -190.2; USP10 block = -1.7; USP8 block = 27.3; USP7 block = -1.8; USP28 inh = -51.1; OTUD3 block = -36.9; USP17 block = -13.1; UCHL1 block = -4.9
`COc1cc(C)cc2oc(=O)c(CC(=O)N3CCN(CCc4ccccn4)CC3)c(C)c12` in the list: USP30 inh = 0.8; USP10 block = -1.6; USP8 block = -1.9; USP7 block = -3.5; USP28 inh = 0.0; OTUD3 block = -2.7; USP17 block = 3.2; UCHL1 block = -3.6

More entries.
SMILES	USP30 inh	USP10 block	USP8 block	USP7 block	USP28 inh	OTUD3 block	USP17 block	UCHL1 block
CN1C(=O)c2ccccc2NC(=O)C1Cc1ccccc1 (configuration not stated)	17.0	-2.6	0.0	-0.2	3.9	2.5	-16.2	1.0
O=C(Nc1nccs1)[C@H]1CN2CCC1C[C@@H]2Cn1cc(-c2ccccc2)nn1 (some centres not stated)	-20.6	-0.7	-7.3	0.0	-5.4	-2.9	-27.5	-2.7
COc1cc(O)cc2c1C(=O)O[C@@H](C)CCCC(=O)CCCCC2	21.2	0.6	-14.0	1.9	10.9	13.8	12.4	3.4
CN(C)Cc1c[nH]c2c(OCc3ccccc3)cccc12	34.9*	-1.1	1.3	-17.0	45.5*	14.5	8.1	1.1
CC(C)CN1C[C@@H]2c3nc(N4CCCC4)ncc3CS(=O)(=O)[C@@H]2C1	-142.2	-3.5	-18.4	-17.2	-41.2	-33.3	-36.2	-12.4
CC[C@@H]1[C@@H](C)O[C@@](O)([C@@H](C)[C@H](O)[C@H](C)[C@H]2OC(=O)/C=C/C=C/[C@H](C)[C@@H]([C@@H](C)[C@@H](O)[C@H](C)[C@@]3(O)C[C@@H](O[C@H]4C[C@H](O)[C@H](O)[C@H](C)O4)[C@H](CC)[C@@H](C)O3)OC(=O)/C=C/C=C/[C@@H]2C)C[C@H]1O[C@H]1C[C@H](O)[C@H](O)[C@H](C)O1	-86.9	1.2	-14.8	50.9*	-14.9	-0.1	9.1	13.2
COCC(C)NC(=O)c1cc2cccnc2n(Cc2ccc(F)cc2)c1=O (configuration not stated)	30.8*	-0.1	-0.6	-68.3	19.4	1.3	37.8*	1.6
CC(C)C1OC(=O)C(Cc2ccccc2)N(C)C(=O)C(C(C)C)OC(=O)C(Cc2ccccc2)N(C)C(=O)C(C(C)C)OC(=O)C(Cc2ccccc2)N(C)C1=O (configuration not stated)	0.9	4.7	3.9	0.7	-11.3	-7.8	-4.8	0.5
CCN1C[C@@H]2c3nc(N4CCCC4)ncc3CS(=O)(=O)[C@@H]2C1	18.7	-0.5	-27.7	1.3	4.7	2.6	4.0	-0.2
CC1CCCCN1Cc1nc2ccc([N+](=O)[O-])cc2c(=O)n1-c1ccccc1F (configuration not stated)	-76.7	-10.8	-155.2	-53.9	-23.2	-22.5	-39.0	-12.3
Cc1nn(C2CCCC2)c2c1C(c1ccc(Br)cc1)SCC(=O)N2 (configuration not stated)	-0.2	4.8	0.8	-12.8	8.8	0.1	-39.2	4.1
CC(C)=CCOc1c2occc2cc2ccc(=O)oc12	-32.1	3.7	-0.6	-12.0	4.5	-9.3	-19.9	-3.4
COCCN1CCO[C@H]2CCN(C(=O)c3ccnnc3)CC[C@@H]21	5.7	0.0	-44.6	-2.6	-4.3	5.3	-3.3	-3.3
CC(=O)OC(c1nc2ccccc2c(=O)n1C1CC2(OC1=O)c1ccccc1N1C(=O)C(C)N(O)C12)C(C)C (configuration not stated)	-4.4	-1.2	-4.5	1.1	-14.7	-11.5	-14.0	0.6
CCCCN1CC(C(=O)Nc2ccc(C(=O)Nc3ccc(C#N)c(Cl)c3)cc2)CC1=O (configuration not stated)	-141.1	8.5	0.1	5.8	-12.5	-23.6	3.9	0.1
COc1cccc2c1NC(=O)C21CCN(C(=O)Nc2ccc(F)cc2)CC1	1.1	0.2	-13.6	-2.7	-2.4	-10.6	-15.8	-3.6
O=C(O)CN1CCC2(CC1)OC(=O)N(Cc1ccccc1)c1ccccc12	16.4	5.5	-1.4	-24.2	5.9	9.6	7.1	1.9
CCC1N2CC3(C)CN1CC(C)(C2)C3=O (configuration not stated)	-0.1	-0.1	-4.5	·	0.2	-3.2	-1.1	-0.9
CC1(C)CC(n2[nH]c(=O)c3c2NC(=O)CSC3c2ccc(F)cc2)CCO1 (configuration not stated)	9.7	0.4	9.0	-1.0	-6.5	-0.5	5.3	-2.9
CC1CC[C@@]2(NC1)O[C@H]1C[C@H]3[C@@H]4CC=C5C[C@@H](O)CC[C@]5(C)[C@H]4CC[C@]3(C)[C@H]1[C@@H]2C (some centres not stated)	37.6*	-7.4	-5.3	1.0	31.2*	13.7	51.7*	1.7
O=C(NC1CCCCC1)C(c1ccc(O)cc1)N(CCN1CCOCC1)C(=O)Cc1c[nH]c2ccccc12 (configuration not stated)	-24.3	-0.4	-2.3	-7.0	-2.1	-2.5	-9.1	-1.7
O=C(N[C@H]1CN2CCC1CC2)c1ccc(Cl)cc1	15.6	0.0	-0.3	2.8	6.6	4.1	2.1	1.5
CCC1C2CC3[C@@H]4N(C)c5ccccc5[C@]45CC(C2[C@H]5O)N3[C@@H]1O (some centres not stated)	17.8	-1.9	3.0	7.3	3.5	5.1	4.3	0.3
CC(C)C12CN3CC(C(C)C)(CN(C1)C3c1cccnc1)C2O (configuration not stated)	19.7	0.6	9.1	-0.2	6.3	9.4	15.3	3.7
FC(F)(F)c1nc2ccccc2n1C1CCN(Cc2cccnc2)CC1	-49.2	-0.3	-4.4	-1.2	-18.6	-8.4	-8.1	-1.8
COc1cc2c3c(c4cc(OC)c(OC)cc4c2cc1OC)CN1CCC[C@@H]1C3	-83.6	-1.7	-28.6	-6.7	-14.7	-24.8	14.0	-5.6
COc1cccc2c1N(Cc1ccccc1)C(=O)C21CCN(C(=O)NCC(=O)O)CC1	-0.1	0.3	-1.2	-0.2	-11.5	-16.2	-0.5	-2.7
COc1ccc2c(c1)nc(C(F)(F)F)n2C1CCN(Cc2cccc(O)c2)CC1	-26.9	1.0	3.8	4.7	-17.3	-20.2	-14.7	1.8
COc1ccc2nc(C(=O)N[C@@H]3COC(=O)[C@H](C(C)(C)O)N(C)C(=O)CN(C)C(=O)CNC(=O)[C@@H]4[C@@H](OC(C)=O)CC=NN4C(=O)[C@H](NC(=O)c4nc5ccc(OC)cc5cc4O)COC(=O)[C@H](C(C)(C)O)N(C)C(=O)CN(C)C(=O)CNC(=O)[C@@H]4[C@@H](OC(C)=O)CC=NN4C3=O)c(O)cc2c1	-113.8	-16.1	-32.1	-31.0	-4.4	-12.9	-38.1	-8.7
Cc1nc(CN2CCC3(CC2)C(=O)Nc2ccccc23)cs1	-2.5	-3.4	-80.9	-0.2	-13.1	-5.0	-18.0	-4.2
Cc1c(O)c2c(c3c1[C@H](C)[C@@H](C)O3)Oc1cc(O)c(C)c3c1[C@H]2O[C@H](C)[C@H]3C	-343.8	-2.9	-304.6	-132.5	-78.4	-107.9	-141.6	-144.5
CCN1CCC2(COCc3cnc(NCC4CC4)nc32)C1 (configuration not stated)	5.9	-0.7	1.7	-6.4	-6.6	-8.4	-11.1	-3.5
O=C(Nc1cccnc1)[C@H]1CC[C@@H]2[C@@H](CCN2Cc2ccco2)O1	-3.5	-3.0	-102.1	3.6	-1.5	4.2	-7.0	0.9
O=C(CN1CC=C(c2ccccc2)CC1)Nc1ccc2c(c1)OCO2	15.2	-2.4	8.2	2.7	7.8	7.7	10.1	1.8
CN1C(=O)[C@@]23C[C@]4([C@@]56C[C@]78SS[C@](CO)(C(=O)N7[C@@H]5Nc5ccccc56)N(C)C8=O)c5ccccc5N[C@@H]4N2C(=O)[C@]1(CO)SS3	67.9*	3.6	0.9	6.6	-6.1	18.2	-32.2	3.2
CC1(C)CC(n2[nH]c(=O)c3c2NC(=O)CSC3c2ccccc2)CCO1 (configuration not stated)	32.9*	0.0	14.9	3.5	11.3	17.3	11.2	0.9
Cc1cc(C)c2c(=O)[nH]c(C3CCCNC3)cc2c1 (configuration not stated)	-0.8	0.0	8.0	-1.6	5.0	-29.3	-0.6	-0.9
O=C(CN1CC=C(c2ccccc2)CC1)Nc1ccc(N2CCOCC2)cc1	-1.7	-4.4	-49.7	0.1	-9.3	-8.6	1.9	-3.4
CCOC(=O)[C@@H]1[C@@H](c2ccccc2)CN2CCN(C(=O)c3c(C)noc3C)C[C@H]12	-88.6	-1.8	-46.2	-12.1	-24.2	-24.6	-38.5	-8.4
Cc1nc(NCc2ccco2)nc2c1COCC21CCNC1 (configuration not stated)	0.8	-1.0	-64.0	0.0	26.8	6.6	-37.5	0.1
C[C@H]1O[C@@H]2C3=C(C(=O)[C@H]4O[C@H]4[C@@H]3O)[C@@H]1[C@@H]1[C@@H](C)OC=C3[C@@H](O)[C@@H]4O[C@@H]4C(=O)[C@]312	-17.4	-3.1	2.2	-6.1	-17.2	-12.8	-26.1	-2.3

Assay outcomes as filed in PubChem BioAssay.
